# Pf Dd2 inh: blocks in vitro growth of P. falciparum Dd2; 4.3% of 120,000 active; P. falciparum Dd2 growth, SYBR Green, 72 h; Potency, µM (doses to about 28.9 µM), for the others: at the highest dose activity, negative = inhibition, most hits filed as inhibitors; active = well fitted inhibition curve with a large enough effect; inconclusive = small, poorly fitted or top-dose-only effect; inactive = no such curve, though single readings can be large or run the other way;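 also: plate controls were DMSO vehicle for no effect and reference drug for full effect; nearly all actives have a fitted effect of over 65% in size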
#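 Readout: SYBR Green fluorescence, 485 nm excitation, 535 nm emission, after ~16 h lysis at 37C. Before that, Dd2-infected red cells (2.5% hematocrit) grew 72 h with compound, 29 uM top final concentration.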
# * = called active by the depositor; i = inactive; ? = inconclusive; [ ] = another dose, or the depositor's remark. Potency is read from the fitted curve at half-maximal effect.
canonical_smiles	Pf Dd2 inh
COc1ccc(C2=C(C)C(=O)N(Cc3ccc(C(=O)Nc4ccc(F)cc4C)cc3)S2(=O)=O)cc1	17.5%
COC[C@@H]1CN(S(=O)(=O)c2cc(F)ccc2OC)C[C@H]1C(N)=O	1.3%
CCOc1ccc(-c2nc(SC(C(C)=O)C(=O)N(C)C)c3c(=O)n(C)c(=O)n(C)c3n2)cc1 (stereo not given)	19.6%
Cc1ccc2cccc(NC(=O)COc3ccccc3[N+](=O)[O-])c2n1	24.3%
Cc1ccccc1C(=O)OCc1cc(=O)n2nc(C3CC3)sc2n1	-7.6%
CC(C)n1cnnc1CC1CCCNC1 (stereo not given)	-24.2%
OC[C@]12CCCN[C@@H]1CCN(Cc1cccc(-c3ccccn3)c1)C2	i
O=C(c1ccccc1)N1Cc2ccccc2CC2(CCN(CC3CCNC3)C2)C1 (stereo not given)	2.7%
CCCN1CCN(C(=O)Cn2nc(C)c3sc(-c4ccccc4)nc3c2=O)CC1	-7.6%
CCC(=O)N1CCc2cc(Br)cc(S(=O)(=O)N3CCCC(C(=O)NCc4ccc(OC)cc4)C3)c21 (stereo not given)	-3.0%
Cc1nsc(NC(=O)NCc2ccccc2OC(F)(F)F)n1	?
Cc1sc2ncn(CC(=O)Nc3cccc(C(F)(F)F)c3)c(=O)c2c1S(=O)(=O)N1CCN(C)CC1	i

canonical_smiles	Pf Dd2 inh
COCCN(C)C(=O)c1ccc2c(c1)C1(CCN(CC3CC3)C1)CN2Cc1ccccc1 (stereo not given)	-11.4%[44.1 µM]
O=C(COc1ccccc1)NC[C@H]1COCc2nc3cccnc3n21	i
CC1=C[C@@H](CN2CCC(CO)CC2)[C@H](C(C)C)C[C@H]1Cc1nnc(-c2ccccc2)o1	-16.0%[44.1 µM]
COc1cccc(CN2CCCC3(Cc4ccccc4CNC3=O)C2)c1 (stereo not given)	?
CN(Cc1cccc(C(F)(F)F)c1)C(=O)Nc1ccccc1	i
Cc1ccc(C(=O)c2oc3ccccc3c2NC(=O)Cc2coc3ccc(C)cc23)cc1	?
CCOC(=O)N1CCc2c(sc3c2c(=O)n(-c2ccc(F)cc2)c(=O)n3CC(=O)c2ccccc2)C1	?
COCCS(=O)(=O)c1ncc(CN(C)C(C)c2ccon2)n1Cc1ccccc1 (stereo not given)	-4.0%
O=C(C1CCCO1)N1CCc2c(n(Cc3cccnc3)n(CCc3ccccc3)c2=O)C1 (stereo not given)	41.2%[activator][44.1 µM]
CC(C)CC(=O)N1CCC2(CC1)C(=O)N(C)c1ccccc12	41.5%[activator]
O=C([C@@H]1C[C@H](F)CN1C(=O)Nc1cccc(Br)c1)N1CCCCC1	i
Fc1ccc(C2Cn3nnc(-c4nc(-c5ccccc5)no4)c3CO2)cc1 (stereo not given)	?

canonical_smiles	Pf Dd2 inh
O=C(c1cc(Cl)ccc1Cl)N1CCN(c2cc(-c3ccccc3)[nH]n2)CC1	i
O=C(O)c1ccc(CNCc2ccccc2Cl)s1	26.7%
Cc1c(CN2CCC3(CCNCC3)C2)c(=O)n(-c2ccccc2)n1C	-3.7%
CNC(=O)[C@H]1C[C@H](Oc2cccnc2)CN1C(=O)Nc1cccc(C)c1	-7.6%
NCCn1cc(C(=O)NCC(c2cccnc2)N2CCCCC2)nn1 (stereo not given)	-15.2%
O=C(c1ccc(N2CCC(CO)C2)nc1)N1CCC(N2CCOCC2)CC1 (stereo not given)	?
COc1ccccc1C(=O)Nc1ccnn1C1CCN(C(=O)CCN)CC1	-4.4%
Cc1ncccc1OC1(C(=O)NCc2nnc3n2CCC3)CCNCC1	-3.4%
CCn1cc(CN2CCCC23CCN(c2cc(C)nc4ccccc24)CC3)cn1	?
O=C(CSc1cn(CCNC(=O)c2c(F)cccc2F)c2ccccc12)Nc1ccccc1F	-15.3%
CCCCC(CC)CNC(=O)C1CCC(CNS(=O)(=O)c2cccc3nsnc23)CC1 (stereo not given)	?
Cc1ccc([S+](=O)([O-])N2CCN(c3nc4ncccc4o3)CC2)cc1	?

canonical_smiles	Pf Dd2 inh
COc1cc(O)ccc1C1CC(=O)Nc2c1c(=O)nc(SCc1ccccc1C)n2C (stereo not given)	-23.7%
CCOc1ccccc1NC(=O)N1CCC([C@@H]2[C@H](OC)C(=O)N2C(C)C)CC1	?
Cn1nccc1CN1CCC(N2CCNC2=O)CC1	8.2%[44.1 µM]
COCc1cc(C)nc2sc(C(=O)Nc3cc(C)ccc3F)c(N)c12	?
CCCC(=O)OCc1cnc(C)c2oc(=O)c(C(=O)Nc3cccc(C(F)(F)F)c3)cc12	i
CC(C)CN(CCCNC(=O)c1cn(C)c2ccc(S(=O)(=O)N(C)C3CCCCC3)cc2c1=O)CC(C)C	?
O=C(CCC1CCCC1)N1C[C@@H](CO)[C@H](c2ccncc2)C1	i
CN1CC2(CCCN(Cc3cc4ccccc4n(C)c3=O)C2)OC1=O (stereo not given)	-22.2%
COCCN[C@H]1[C@@H]2OC[C@@H](O2)[C@@H](NC(=O)Nc2ccc(OC)cc2)[C@@H]1O	-6.7%[44.1 µM]
COc1ccc(S(=O)(=O)N[C@H]2C[C@@H](c3nc(-c4ccc(C)cc4)no3)N(C)C2)cc1	-4.8%[44.1 µM]
COC(=O)c1ccc2nc(C[C@@H]3C[C@@H](C(C)C)[C@H](CNC4CCN(C(C)=O)CC4)C=C3C)[nH]c2c1	?
Cc1cc(C)c2oc(C(=O)Nc3c(C)n(C)n(-c4ccccc4)c3=O)cc(=O)c2c1	95.1%[activator]

canonical_smiles	Pf Dd2 inh
COc1ccc2[nH]c3c(c2c1)CCN(C)C31CCN(C(=O)c2cc(C)nn2C)CC1	i
CCC(=O)N1CCc2cc(S(=O)(=O)NCCC(=O)Nc3ccc(OC)c(OC)c3)ccc21	26.4%
O=C(CCCc1ccccc1)Nc1ccnn1C1CCN(C(=O)Cc2ccccc2F)CC1	?
CC1=C[C@@H](CNS(=O)(=O)c2ccc(C)cc2)[C@H](C(C)C)C[C@H]1CC(=O)N(C)Cc1cccnc1	12.6µM*
COc1ccccc1C(=O)N1CCC2(Cc3ccccc3NC2=O)C1 (stereo not given)	-18.7%
COc1ccc(-n2nc(C(=O)NCCc3ccc(Cl)cc3)c3c4ccccc4n(C)c3c2=O)cc1Cl	25.6%
Cc1noc([C@@H]2CN(C(=O)c3cccc(C(F)(F)F)c3)C[C@H]2C(N)=O)n1	?
CC(=O)N1CCC(CC(=O)N(C)Cc2ccccc2)C1 (stereo not given)	36.0%
COc1ccc(Nc2c(-c3ccc(C)o3)nc3ccc(Cl)cn23)cc1	-4.6%
Cc1cccc(Cn2c(=O)n(-c3ccccc3C)c(=O)c3c2c2cc(C)ccc2n3C)c1	?
Cc1cc(C)cc(Nc2nc(C)cc(=O)n2CC(=O)Nc2cccc(Br)c2)c1	?
COCC(=O)N1CCC(Oc2ccc(C(=O)N3CCOCC3)cn2)CC1	i

canonical_smiles	Pf Dd2 inh
CCN1CCN(CCCNC(=O)CS(=O)(=O)Cc2nc(-c3cccc(OC)c3)oc2C)CC1	-25.4%
COc1ccc(NC(=O)N2CCCCC2c2nc(-c3cnccn3)n[nH]2)cc1 (stereo not given)	-11.2%
Cc1ccc(C)c(CN2C(=O)c3ccccc3S(=O)(=O)c3ccc(C(=O)NCCCN4CCCC(C)C4)cc32)c1 (stereo not given)	3.98µM*
c1cncc(C2CCCCN2Cc2cc3n(n2)CCNC3)c1 (stereo not given)	0.9%
O=c1cc(-c2ccccn2)oc2c(Nc3cccnc3)nccc12	?
COCCN1CCNc2nc(CNc3ccon3)n(Cc3ccccc3)c2C1=O	11.2µM*
O=C1N(CC2CCC2)CCCC12CCN(S(=O)(=O)N1CCOCC1)C2 (stereo not given)	-5.2%
COCc1noc([C@@H]2CC(F)(F)CN2C(=O)CC(C)(C)C)n1	i
CC(C)NC(=O)C1CCC(=O)N1C1CCN(C(=O)c2cc(F)cc(F)c2)CC1 (stereo not given)	-4.9%
COC1CCC12CCN(Cc1cccnc1)CC2 (stereo not given)	i
Cc1ccc2c(c1)CCCN2C(=O)CN1CCn2nc(CO)cc2C1	-23.8%
CCc1cccc2c(C(CC(=O)N3CCCC3)c3cccc(Cl)c3)c[nH]c12 (stereo not given)	-2.9%

canonical_smiles	Pf Dd2 inh
COc1ccc(Cn2c(C3CCN(C(=O)c4cccc(F)c4)CC3)n[nH]c2=O)cc1	10.1%
COc1cc(Cl)c(NS(=O)(=O)c2cc(-c3cc(C)no3)ccc2OC)c(OC)c1	19.1%
CC(=O)N1CCN(c2ccc(Cl)nn2)C(=O)C1	11.2%[44.1 µM]
O=C(c1cccc(Cl)c1)N1CCc2nc(-c3ccc(Cl)cc3)nc(-c3ccccc3)c2C1	-28.9%
COc1ccccc1CNS(=O)(=O)c1c(C(=O)N2CCC(C)CC2)c(C)n(C)c1C	i
COc1ccc(CCNC(=O)CSc2nc3nc(C)c(Cc4ccc(C)cc4)c(C)n3n2)cc1OC	-25.6%
Clc1cccc(-c2ccc(CN3CCN(C4CCNC4)CC3)o2)c1 (stereo not given)	i
Cc1cc(-c2nc3ncccc3o2)ccc1NC(=O)COc1cc(C)c(Cl)c(C)c1	4.1%
COc1ccc(OC)c(NC(=O)Cn2cnc3ccc(S(=O)(=O)N4CCC(C)CC4)cc3c2=O)c1	i
COc1ccc(C(=O)N2CCCC3(C2)NC(=O)N(Cc2cccc(Cl)c2)C3=O)cc1 (stereo not given)	2.0%
COc1ccc(NC(=O)c2cccc(N3CCCS3(=O)=O)c2)cc1	9.6%
O=C(O)COc1ccc(-c2nccc3c2C(=O)N(Cc2ccccc2)CC(COc2cccc(C(F)(F)F)c2)O3)cc1 (stereo not given)	?

canonical_smiles	Pf Dd2 inh
CCc1ccc(Nc2ncncc2-c2nc(-c3ccccc3)no2)cc1	?
Cc1ccsc1C(=O)N1C[C@@H](F)C[C@H]1C(=O)N1CCCCC1	48.1%[activator]
CC(=O)N1CCCC1c1nc(C2CN(C(=O)c3ccsc3)C2)no1 (stereo not given)	-18.8%
Cc1ccc(NC(=O)c2ccc(NC(=O)CCS(=O)(=O)c3cccs3)cc2)cc1F	-12.0%
Cc1ccc(N2CCn3c2nc2c3c(=O)n(CCCc3ccccc3)c(=O)n2C)cc1	28.0%
COc1ccc(N2CCN(CC(O)COc3ccc(C(C)C)c(C)c3)CC2)cc1 (stereo not given)	?
CCOc1ccc(N2CC(C)Cn3c2nc2c3c(=O)n(Cc3c(F)cccc3Cl)c(=O)n2C)cc1 (stereo not given)	-21.0%
Cc1cccc(CC(=O)NC2CC(=O)N(c3cccc(F)c3)C2)c1 (stereo not given)	6.5%
O=C(Nc1ccccc1)N[C@H]1CO[C@H]2[C@@H]1OC[C@@H]2n1nnnc1-c1ccc2c(c1)OCO2	-1.9%
CCCn1c(C)cnc1CC1CCCN(S(C)(=O)=O)C1 (stereo not given)	-4.5%
COCC1CN(C(C)=O)CC12CCN(C1CCN(C(C)=O)CC1)CC2 (stereo not given)	?
CCCn1ncnc1-c1ccc(C(N)=O)c(Cl)c1	-15.2%

canonical_smiles	Pf Dd2 inh
OC[C@@H]1O[C@H](CNC2CCOCC2)[C@H](N2CCCCC2)[C@@H]1O	-12.3%[44.1 µM]
COc1ccc(NC(=O)Cn2c(=O)n(-c3ccccc3)c(=O)c3c2cc(C)n3C)cc1OC	41.1%[activator]
O=C(CCc1ccccc1)N1CCCCCC1c1nc(-c2ccccc2)no1 (stereo not given)	-10.1%
CC1=C(C(=O)Nc2ccc(Cl)cc2)C(c2cccs2)n2nc(SCc3cccc(Cl)c3)nc2N1 (stereo not given)	-7.8%
CC(C)CCN1C[C@@H]2C(=O)N(C)C(=O)[C@@H]2C1	87.5%[activator]
CCCNC(=O)NCCc1ncc(C)n1C(C)C	-4.3%
O=C(NCCCN1CCN(c2ccccc2)CC1)c1nnc(Cc2ccc(F)cc2)o1	?
O=C1CC2(CCN([S+](=O)([O-])c3cccc(C(F)(F)F)c3)CC2)Oc2ccccc21	i
O=C(c1ccncc1)N1CCC(OCC2CC2)C1 (stereo not given)	?
Cc1nc(-c2ccccc2)n(CC(=O)Nc2ccc(F)cc2)c(=O)c1CCO	?
O=C1Nc2cc(Cl)ccc2C(=O)N2C[C@H](O)C[C@@H]12	9.8%[44.1 µM]
Cc1ccc([S+](=O)([O-])N2CCC(c3nn(-c4ccc(F)cc4)c(=O)[nH]3)CC2)cc1	8.91µM*

# Sorted by count of non-hydrogen atoms (highest first): 6 of the compounds above
canonical_smiles	Pf Dd2 inh
CC1=C(C(=O)Nc2ccc(Cl)cc2)C(c2cccs2)n2nc(SCc3cccc(Cl)c3)nc2N1 (stereo not given)	-7.8%
COc1ccc(NC(=O)Cn2c(=O)n(-c3ccccc3)c(=O)c3c2cc(C)n3C)cc1OC	41.1%[activator]
Cc1ccc([S+](=O)([O-])N2CCC(c3nn(-c4ccc(F)cc4)c(=O)[nH]3)CC2)cc1	8.91µM*
O=C(CCc1ccccc1)N1CCCCCC1c1nc(-c2ccccc2)no1 (stereo not given)	-10.1%
O=C(c1ccncc1)N1CCC(OCC2CC2)C1 (stereo not given)	?
CC(C)CCN1C[C@@H]2C(=O)N(C)C(=O)[C@@H]2C1	87.5%[activator]

# Next section.
canonical_smiles	Pf Dd2 inh
CCC(=O)N1CCc2cc(Br)cc(S(=O)(=O)NCCc3ccccc3Cl)c21	-21.7%
O=C(c1cccc(-n2cnnc2)c1)N1CCCC(Nc2ccc(F)c(F)c2)C1 (stereo not given)	11.3%
O=C(C1CCC1)N1CCOc2ccc(CN3CCc4ccccc4C3)cc2C1	10µM*
CCOc1ccccc1C(C(=O)O)N1CCN(Cc2csc(C)n2)CC1 (stereo not given)	6.8%
CCCc1noc(-c2ccn3c(CNC(=O)c4ccc(C)c(F)c4)nnc3c2)n1	?

# Source: PubChem BioAssay

# This is a subset (hit frequency here may not be typical).
